Source: PubChem (several laboratories)
V-ATPase pH = alters yeast V-ATPase proton transport; S. cerevisiae, pHLuorin cytosolic pH fluorescence; response, % at 10 µM; 350,000 compounds, 0.37% hits; in the data active = response mostly above about 7.3%, no sharp cut-off; inactive = mostly below about 5.4%; also: actives read high; inactives centre near 0; some compounds called inactive have numbers as strong as hits
CAL PDZ FP-1 = blocks peptide binding to human CAL PDZ domain. purified CAL PDZ, TMR-peptide fluorescence polarization, 1 h. 330,000 compounds, 0.02% hits. Q9HD26. AID 504414. inhibition, % at 20 µM;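 active = highest replicate inhibition of at least 40%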;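 also: plate controls were DMSO neutral control wells for no effect and unlabeled competitor peptide control wells for full effect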
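Material – purified CerCALP PDZ construct · Detection – FP readout, S and P plane fluorescence · Measure – percent inhibition from loss of millipolarization · Controls – unlabelled peptide for full inhibition, DMSO wells as neutral · Probe or stimulus – TMR-labelled reporter peptide T*-PRC34 bound in PDZ groove · Times – 1 h at RT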
DAGLB inhibitor = blocks human DAGLB lipase activity | Q8NCG7 | HEK293T DAGLB membrane lysate, EnzChek fluorogenic substrate | inhibition, % at 5.17 µM | 340,000 compounds, 0.059% hits | AID 504411; in the data active = inhibition above about 34%;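 also: 0% = enzyme with vehicle and 100% = wells lacking enzyme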
Keap1-Nrf2 PPI = disrupts human Keap1 binding to Nrf2 peptide; 340,000 compounds, 0.15% hits; Q14145; AID 504523; Keap1 Kelch-Nrf2 peptide fluorescence polarization, 1536-well; inhibition, % at 9.4 µM; in the data active = inhibition above about 12%;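 also: human Keap1 Kelch domain with fluorescein labeled Nrf2 9mer peptide probe; 0% = neutral control wells and 100% = peptide positive control; higher means more block of Keap1 binding to Nrf2 peptide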
NSD2 inh = inhibitors of human histone methyltransferase NSD2; O96028; NSD2 peptide methylation, AlphaScreen, 120 min; inhibition, % at 12.5 µM; 310,000 compounds, 0.54% hits; AID 743445; in the data active = inhibition above about 50%
Arr AP2 block = inhibitors of human beta-arrestin and AP2 interaction; FITC-arrestin peptide / GST-AP2 beads, flow cytometry; AP2 beta2 appendage carries R879A mutation; inhibition, % at 10 µM; 340,000 compounds, 0.31% hits; AID 504490;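 active = inhibition above a set limit, near 3 SD of compounds lacking own fluorescence, cut at about 54% in these data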;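 also: plate controls were DMSO wells for no effect and 5 µM unlabelled arrestin peptide for full effect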
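System: GST-AP2 R879A bound to glutathione beads, E. coli-expressed. Also added: 50 nM FITC-arrestin peptide. Schedule: compound with beads 12 min RT, then probe 1 h RT. Signal: bead flow cytometry, FITC channel. Read-out basis: percent response.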
CAL PDZ FP-2 = inhibitors of human CAL PDZ peptide binding. 300,000 compounds, 0.92% hits. AID 602252. inhibition, % at 24.9 µM. purified CAL PDZ, TMR-peptide fluorescence polarization, 1 h. Q9HD26;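 active = mean inhibition of at least 30% with at least half of replicates also reaching 30%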;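 also: 0% = DMSO neutral control and 100% = excess unlabeled competitor peptide PRC23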
RTF Ca sens inh = cardiac RTF calcium desensitization. IANBD-labeled cardiac RTF, Ca2+ fluorescence. inhibition, % at 7.15 µM. 340,000 compounds, 0.12% hits;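 active = inhibition above the mean inhibition of all tested compounds plus 3 SD, cut at about 17% in these data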;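 also: assay run at fixed EC70 calcium of 1.6 mM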
DSG3 Ab inh = inhibitors of pemphigus antibody binding to human desmoglein-3; P32926; DSG3-coupled beads, scFv-anti-DSG3-GFP binding, flow cytometry; hits give low values; binding (percent of control), % at 10 µM; 310,000 compounds, 0.48% hits;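 active = binding more than 3 SD below its plate's average and above zero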;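 also: hits lower antibody fragment binding to DSG3; some compounds called inactive have numbers as strong as hits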
Target sequence (P32926 whole entry, looked up, the tested form may be a part): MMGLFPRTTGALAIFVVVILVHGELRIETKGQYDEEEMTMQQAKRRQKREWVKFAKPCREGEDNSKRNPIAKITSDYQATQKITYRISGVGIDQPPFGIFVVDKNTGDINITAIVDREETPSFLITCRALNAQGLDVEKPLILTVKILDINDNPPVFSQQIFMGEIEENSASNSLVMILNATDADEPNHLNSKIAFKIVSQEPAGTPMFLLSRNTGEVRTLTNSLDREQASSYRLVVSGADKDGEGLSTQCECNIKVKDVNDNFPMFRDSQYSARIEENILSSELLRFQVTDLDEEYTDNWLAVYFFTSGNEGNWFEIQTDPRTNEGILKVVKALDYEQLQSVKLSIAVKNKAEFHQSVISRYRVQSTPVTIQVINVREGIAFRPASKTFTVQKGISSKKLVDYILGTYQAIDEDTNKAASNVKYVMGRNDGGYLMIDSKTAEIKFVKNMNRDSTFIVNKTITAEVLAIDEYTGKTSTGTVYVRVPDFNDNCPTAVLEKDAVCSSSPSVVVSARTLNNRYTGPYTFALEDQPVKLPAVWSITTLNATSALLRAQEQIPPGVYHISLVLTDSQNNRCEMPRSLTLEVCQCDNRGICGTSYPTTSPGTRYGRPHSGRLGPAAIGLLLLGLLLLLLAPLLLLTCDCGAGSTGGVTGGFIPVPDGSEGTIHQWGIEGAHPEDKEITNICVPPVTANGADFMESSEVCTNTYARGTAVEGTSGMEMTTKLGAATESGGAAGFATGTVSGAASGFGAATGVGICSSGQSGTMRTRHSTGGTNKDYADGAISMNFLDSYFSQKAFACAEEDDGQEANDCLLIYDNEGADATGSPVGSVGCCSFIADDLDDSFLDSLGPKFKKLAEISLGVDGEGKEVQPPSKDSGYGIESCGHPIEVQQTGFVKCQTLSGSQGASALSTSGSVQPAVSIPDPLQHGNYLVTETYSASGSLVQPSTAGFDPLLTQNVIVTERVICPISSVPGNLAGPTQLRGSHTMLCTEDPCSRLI
LANA DNA inh = blocks KSHV LANA C-terminal domain binding to DNA; AID 504423; MBP-C-LANA/FAM-LBS DNA binding, fluorescence polarization; 340,000 compounds, 0.078% hits; inhibition, % at 9 µM;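 active = highest replicate inhibition at or above 60% at 9 µM, even if other replicates fall short; inactive = all replicates below 60% inhibition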;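 also: 0% = neutral control wells and 100% = 4 µM acridine orange control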
Active calls of the source: *; . = not tested or not shown. Some of the compounds tested (hit frequency here may not be typical).

SMILES	V-ATPase pH	CAL PDZ FP-1	DAGLB inhibitor	Keap1-Nrf2 PPI	NSD2 inh	Arr AP2 block	CAL PDZ FP-2	RTF Ca sens inh	DSG3 Ab inh	LANA DNA inh
O=C(c1ccc(F)cc1)N(Cc1cccs1)C1CCS(=O)(=O)C1 (stereo not given)	3	-2.1	3	-2	-5	-10	-4	5	104	-0.2
CCOc1ccccc1CNC(=O)Cn1ccc2cc(S(=O)(=O)N3CCCC3)ccc21	2	-0.3	-1	-3	-2	-14	1	0	105	0.7
CCNC(=S)N/N=C/c1ccc(OCC(=O)Nc2ccc(OC)cc2)c(OC)c1	-1	-2.5	-1	3	8	9	-2	-20	123	1.2
CCCC(=O)Nc1ccc2oc(-c3cncc(Br)c3)nc2c1	-1	-0.7	1	2	-4	-3	10	-4	93	-0.6
Cc1ccc2nc(S(=O)(=O)O)[nH]c2c1	3	.	-1	-3	2	5	1	-7	100	1.4
CCCCCCCCCCNC(=O)C(=O)Nc1ccccn1	1	-0.9	3	2	.	6	3	-3	105	-0.4
S=C(c1c[nH]c2ccccc12)N1CCCC1	2	-1.4	2	2	-5	32	-3	-6	97	-1.4
COc1ccccc1-n1c(SCC(=O)Nc2ccc(F)cc2)nc2c(c1=O)SCC2	13	-1.4	0	-1	.	10	.	-11	101	-0.3
O=C(Oc1ccc(-c2nc(-c3ccccn3)no2)cc1)c1ccccc1	-1	-2.4	0	3	0	-3	-4	-6	116	-0.8
COc1ccc(NC(=O)COC(=O)c2ccc(O)cc2)c([N+](=O)[O-])c1	2	0.8	1	2	0	3	.	-11	99	0.7
C=CCn1c(SCC(=O)Nc2ccccc2)nnc1-c1cccc(S(=O)(=O)N2CCOCC2)c1	-3	-1.2	-1	-1	0	-2	.	-8	113	0.0
O=C(NCCc1ccccc1F)/C(=C/c1cccnc1)NC(=O)c1ccccc1	0	-3.0	-1	-4	-3	4	-2	0	106	0.0
CCOc1ccc(OCCSc2nc3ccccc3c(=O)[nH]2)cc1	3	-0.2	-2	0	-3	30	.	-6	91	-0.8
CCN(CC)S(=O)(=O)c1ccc(/C=C/C(=O)OCC(=O)Nc2ccc(C(N)=O)cc2)cc1	0	-0.8	3	-2	-2	25	0	-6	116	-0.5
O=C(Nn1cc(C(=O)N2CCN(c3ccccc3F)CC2)c2ccccc2c1=O)c1cnccn1	-2	-0.6	2	-4	-2	16	-2	1	.	-1.6
CNC(=S)N1CCC(NC(=O)C(Cc2ccccc2)NC(C)=O)CC1 (stereo not given)	1	-1.4	1	5	-1	7	-3	-2	105	2.1
Cc1cc(N2C(=O)C(=O)/C(=C(/O)c3ccc(Cl)cc3)C2c2cccc(Br)c2)no1 (stereo not given)	3	-0.7	13	3	-3	0	-5	-2	102	-0.2
CCCn1c(O)c(N=NC(=O)CNC(=O)Cc2ccc(OC)cc2)c2ccccc21	1	-2.2	-1	1	.	40	-2	6	.	0.1
O=[N+]([O-])c1ccccc1N=NNc1ccccc1	0	0.3	-1	-2	14	5	-10	-6	110	-3.7
Cc1ccc(C(=O)N(CC(=O)NC2CCCCC2)c2ccccc2F)s1	0	-1.0	1	-3	-1	.	.	-6	103	-0.2
CC(=O)Nc1cc(S(=O)(=O)Nc2ccccc2C)c(C)cc1C	-5	-0.3	-4	9	3	-5	0	-8	119	-0.7
CC1CC(O)(Cc2ccccc2)C(C)CN1C (stereo not given)	2	-1.7	1	2	-1	-10	-5	1	101	17
C=CCc1c(C)nc(C)nc1N/N=C/c1ccccc1O	6	-2.1	2	-4	8	6	.	-1	96	-1.0
O=C(CNC(=O)c1ccc(Br)o1)Nc1ccncc1	-4	-2.3	-3	-2	7	2	-2	-4	99	0.6
Cc1c(-c2ccccc2)oc2c(C(=O)N3CCN(c4ccc([N+](=O)[O-])cc4)CC3)cccc2c1=O	0	-1.1	2	1	-1	38	-4	3	.	-0.7
CC(O)CNc1nc2c(c(=O)n(C)c(=O)n2C)n1C/C=C/c1ccccc1 (stereo not given)	3	0.6	3	1	1	-5	5	-2	101	0.2
Cc1ccc(S(=O)(=O)C2(C(=O)Nc3cccc(F)c3)CC2)cc1	5	0.0	-6	3	.	22	-25	-11	98	0.6
CC(C)(C)C(=O)N1CCN(c2ccc([N+](=O)[O-])c(-n3nc(-c4ccccc4)c4ccccc4c3=O)c2)CC1	0	-0.5	1	0	38	-2	-3	-3	110	-1.7
C=C(C)c1cccc(C(C)(C)NC(=O)Nc2cc(C)ccc2OC)c1	-4	-1.2	-9	-3	3	27	-3	2	101	0.2
O=S(=O)(c1c(F)cccc1F)N1CCCC2CCCCC21 (stereo not given)	-2	0.4	-15	-2	-4	0	0	-13	103	0.5

3 compounds already listed, sorted by the number in V-ATPase pH, descending.
smiles,V-ATPase pH
Cc1ccc(S(=O)(=O)C2(C(=O)Nc3cccc(F)c3)CC2)cc1,5
O=C(CNC(=O)c1ccc(Br)o1)Nc1ccncc1,-4
CC(=O)Nc1cc(S(=O)(=O)Nc2ccccc2C)c(C)cc1C,-5

Other structures
SMILES	V-ATPase pH	CAL PDZ FP-1	DAGLB inhibitor	Keap1-Nrf2 PPI	NSD2 inh	Arr AP2 block	CAL PDZ FP-2	RTF Ca sens inh	DSG3 Ab inh	LANA DNA inh
Cc1cccc(Cn2c(=O)c3c(nc4n3CCN4Cc3ccco3)n(C)c2=O)c1	3	-1.0	1	-1	.	7	0	-2	93	-0.4
COc1ccc(CCNC2CC(C)N(C)CC2C)cc1OC (stereo not given)	2	0.1	0	4	13	6	3	-8	105	-1.3
CCOc1ccc(-c2nnc3sc(COc4ccc(Cl)cc4)nn23)cc1	1	0.4	-1	-4	1	-14	-4	-3	118	2.2
O=C1CCN(Cc2ccccc2)C=C1c1ccc(Br)cc1	-1	-1.0	-2	0	.	-3	9	1	106	-1.4
COc1ccc(OCCCn2ccnc2)cc1	0	0.2	0	0	0	7	5	2	97	5.8
CCOC(=O)CN1C(=O)/C(=C2\SC(=S)N(NC(=O)c3cccnc3)C2=O)c2ccccc21	-2	-1.0	-1	2	-2	28	-3	6	116	-0.2
Cc1ccc(SCCNC(=S)Nc2ccc(C)c(C)c2)cc1	6	-1.6	-7	-3	1	2	2	1	117	-0.8
CC(C)c1c(C(=O)N/N=C/c2ccccc2C(=O)O)nnn1-c1nonc1N	-1	-0.6	-2	-3	0	-9	-7	-13	.	-1.0
CCN(CC(=O)Nc1cc(Cl)ccc1C)C(=O)C1CC(=O)N(Cc2ccccc2)C1 (stereo not given)	2	0.3	2	3	0	-13	.	-13	104	3.8
COc1ccc(NC(=O)CN(C)Cc2cccs2)cc1Cl	-3	0.2	-10	1	.	6	-6	-1	.	-0.8
O=C(CN1CCN(Cc2ccccc2)CC1)Nc1nnc(C(F)(F)F)s1	1	-0.4	1	-3	-2	-14	-6	-2	117	3.9
c1cn(-c2ccc(-c3ccnc4ncnn34)cc2)cn1	-1	0.2	2	2	0	1	0	6	101	-1.2
Cc1ccc(-c2nc(CS(=O)CC(=O)NCCC(C)C)c(C)o2)cc1 (stereo not given)	1	-1.0	1	-7	.	7	.	1	72*	-0.3
CCC(C)(C)C(=O)Nc1nnc(CCc2ccccc2)s1	4	0.3	1	-2	6	-5	.	-5	112	-2.6
C=C(C)C(=O)Nc1cccnc1Oc1ccc(F)cc1F	0	-1.5	0	-2	11	-12	-3	-7	110	1.4
CCn1c(SCc2ccc(F)cc2)nc2ccccc2c1=O	-2	1.9	-9	2	-10	-1	-5	0	116	0.0
O=C(Nc1ccc(Br)cc1)c1ccc(Br)c(S(=O)(=O)Nc2cccnc2)c1	0	-2.9	9	-2	1	16	11	-8	91	0.3
CCC(C)[C@H](NC(=O)C1CC(=O)N(c2ccc3c(c2)OCCO3)C1)C(=O)N1CCCCC1 (stereo not given in full)	-3	0.1	1	-3	2	-6	2	6	105	0.3
CCOC(=O)N1CCN(C(=O)C2CCCN(S(=O)(=O)c3cccnc3)C2)CC1 (stereo not given)	1	1.1	-1	-2	.	4	.	-1	103	0.1
Cn1sc(NC(=O)c2cccc(Cl)c2)nc1=O	-1	-0.7	3	1	-2	0	-7	-10	99	-0.1
COc1cc(C(=O)OC2CCOC2=O)c([N+](=O)[O-])cc1OC (stereo not given)	0	-2.0	-1	-6	1	-1	-2	-5	.	0.5
Cc1nc(CS(=O)(=O)c2ccccc2)cc(Sc2ccc(Cl)cc2Cl)n1	-2	-0.4	-2	-2	0	2	-4	-5	101	-0.3
COc1cccc(NC(=O)COC(=O)/C=C/c2ccc(Cl)cc2Cl)c1	0	-0.8	-10	2	0	1	-3	-8	.	0.9
O=C(NCCCN1CCN(c2ccccc2)CC1)Nc1ccccc1C(F)(F)F	3	-0.9	-1	-1	0	-6	-5	-8	105	-0.7
CCC1(c2ccc(F)cc2)NC(=O)N(CC(=O)Nc2ccccc2Cl)C1=O (stereo not given)	3	0.1	3	2	-4	17	-5	-8	104	1.5
COc1ccc(CCNC(=O)CCCNC(=O)Cn2cnc3sc(C)c(C)c3c2=O)cc1OC	3	-0.4	-1	0	.	-7	7	0	100	0.9
CCOC(=O)N1CCC(NC(=O)CCc2c(C)nc3ncnn3c2C)CC1	-3	0.2	0	-6	-1	-28	.	-5	112	-1.4
CCCCNC(=O)C(C)N(CCN(C)C)C(=O)CCCN1C(=O)NC(c2ccc(Cl)cc2)C(C(=O)OCc2ccccc2)=C1C (stereo not given)	2	-0.4	0	-5	.	3	-4	-4	100	0.7
CC1=NN(C(=O)c2ccccc2F)C(O)(c2ccc(Cl)cc2)C1 (stereo not given)	0	-0.3	0	-2	4	2	17	-3	105	-0.6
CCn1cc(Br)c(C(=O)NC(=S)Nc2ccc(C(=O)OC)cc2)n1	0	0.1	0	-7	-2	-1	-2	1	96	0.9
Cc1cccc2cc(C3CC(c4ccco4)=NN3S(C)(=O)=O)c(Cl)nc12 (stereo not given)	2	-0.4	1	0	1	-21	-2	-6	91	1.5
CCOc1cc2[nH]c(=S)n(CC3CCCO3)c(=O)c2cc1OCC (stereo not given)	3	-2.7	0	-1	1	-3	-2	-4	96	-0.2
Cc1nnc(SCC(=O)NC2CCC(C)CC2)s1 (stereo not given)	-5	-0.3	0	-3	1	5	1	8	109	-0.3
O=C(NCC1CCCO1)C1CC(c2ccccc2Cl)=NO1 (stereo not given)	-3	-2.7	1	-1	-2	-3	.	-6	107	0.5
COc1cc([N+](=O)[O-])c(OC)cc1SCc1n[nH]c(=S)n1-c1ccc(F)cc1	3	-1.1	-1	-2	6	-22	-2	0	.	-0.4
CCOC(=O)/C=c1\s/c(=C\c2ccc3cc(OC)ccc3c2)c(=O)n1CC(=O)NCc1ccc2c(c1)OCO2	-3	-2.0	-1	-10	1	-16	-2	-3	95	-0.7
